Screening results deposited in PubChem by several laboratories.
Calpain2 inh: inhibitors of pig calpain II, primary screen, biochemical, fluorogenic peptide substrate, 1536-well | AID 1236, 2008 | purified calpain II, 30 min | 220,000 compounds, 0.37% hits | inhibition, % at 16 µM;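 active = inhibition above about 50%, limit read from the data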
Furin inhibitor: human furin inhibitors, primary screen, biochemical, fluorescence intensity; P09958; purified furin, fluorogenic substrate cleavage; inhibition, % at 30 µM; 220,000 compounds, 0.061% hits; AID 463115, 2010; in the data active = inhibition above about 25%; also: inactives centre near -15
Target sequence (P09958 108-714 limits assumed): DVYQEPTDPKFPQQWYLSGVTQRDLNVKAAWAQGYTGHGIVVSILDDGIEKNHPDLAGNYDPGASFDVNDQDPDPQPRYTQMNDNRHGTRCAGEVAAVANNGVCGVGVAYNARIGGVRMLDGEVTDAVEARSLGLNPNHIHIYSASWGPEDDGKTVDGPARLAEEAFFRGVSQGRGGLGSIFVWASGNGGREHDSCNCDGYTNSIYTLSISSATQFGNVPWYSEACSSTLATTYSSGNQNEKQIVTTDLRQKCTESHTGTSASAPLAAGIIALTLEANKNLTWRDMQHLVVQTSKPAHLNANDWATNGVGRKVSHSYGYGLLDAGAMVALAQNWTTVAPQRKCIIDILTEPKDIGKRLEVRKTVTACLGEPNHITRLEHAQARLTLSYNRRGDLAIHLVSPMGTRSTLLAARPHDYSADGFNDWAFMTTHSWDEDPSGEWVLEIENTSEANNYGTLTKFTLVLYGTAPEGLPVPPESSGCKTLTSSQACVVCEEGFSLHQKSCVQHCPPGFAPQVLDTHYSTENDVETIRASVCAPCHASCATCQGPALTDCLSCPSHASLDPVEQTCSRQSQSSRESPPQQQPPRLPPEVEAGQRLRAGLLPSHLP
Thrombin inh: human alpha-thrombin inhibitors, primary screen, counter-screen for coagulation protease inhibitor project, biochemical, 1536-well, fluorogenic AMC substrate | Boc-VPR-AMC fluorogenic substrate cleavage | 220,000 compounds, 0.26% hits | inhibition, % at 5 µM | Prothrombin (Homo sapiens), P00734 | AID 1046, 2008;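 active = inhibition at or above 40%; inactive = inhibition below 40%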;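 also: 0% = enzyme with no compound and 100% = wells without enzyme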
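signal = AMC fluorescence, 355/460 nm | material = human alpha-thrombin enzyme | control set = enzyme without compound as high, wells lacking enzyme as low | times = reaction at room temperature | read-out basis = percent inhibition scaled between no-compound controls and no-enzyme blanks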
EBV gp42 inh: Epstein-Barr virus gp42 inhibitors, primary screen, biochemical, uHTS, fluorescence polarization; Glycoprotein 42 (Epstein-Barr virus (strain AG876)), Q1HVG2; 220,000 compounds, 0.42% hits; AID 1085, 2008; Fluorescence polarization binding assay, mP read-out; inhibition, % (tested at 21.74 µM); in the data active = inhibition above about 50%
Target sequence (Q1HVG2 whole entry, looked up): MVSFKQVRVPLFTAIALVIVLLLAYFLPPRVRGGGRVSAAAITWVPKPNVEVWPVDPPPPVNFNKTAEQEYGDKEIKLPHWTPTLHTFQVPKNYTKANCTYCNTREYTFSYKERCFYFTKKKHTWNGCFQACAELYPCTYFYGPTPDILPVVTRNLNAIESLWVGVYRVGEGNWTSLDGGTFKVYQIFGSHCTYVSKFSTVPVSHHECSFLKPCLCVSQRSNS
Cl transport mod: KCC2 cotransporter modulators, thallium flux, primary screen, cell-based, HEK293 KCC2, FluoZin-2 fluorescence, MLSMR | Solute carrier family 12 member 5 (Homo sapiens), Q9H2X9 | KCC2 cells, thallium flux FluoZin-2 fluorescence | B-score of Tl+ flux slope (higher = more flux/activation; lower = inhibition) at 10 µM | 190,000 compounds, 2.2% hits;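 active = thallium flux slope and its plate-corrected score both differing from the plate sample mean at a set confidence after two filtering rounds, in either direction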;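 also: slope of fluorescence scaled to starting intensity during 10 to 20 s after thallium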
TRPML3 ag: human TRPML3 channel agonists, primary screen, cell-based, HEK293 TRPML3-YFP, Fluo-8 calcium fluorescence, 3 µM; 220,000 compounds, 0.29% hits; Mucolipin-3 (Homo sapiens), Q8TDD5; 100% = the carbachol control signal; activation, % at 3 µM;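 active = activation above its plate's cutoff, the mean activation of the plate's test wells plus 3 SD, cut at about 12% in these data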;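 also: 0% = DMSO only wells and 100% = carbachol wells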
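Material: HEK293 cells stably carrying human TRPML3-YFP; compound dosing: single dose, 3 µM final nominal compound, 0.3% DMSO final; incubation: 1-h 37 °C dye load, 5-s basal, 120-s post-compound reads; technique: Fluo-8 intracellular calcium fluorescence, excitation 470-495 nm, emission 515-575 nm; read-out basis: percent activation from peak-to-basal fluorescence ratio, scaled between DMSO and carbachol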
TbHK1 inh: Trypanosoma brucei hexokinase 1 inhibitors, primary screen, biochemical, G6PDH-coupled NADH absorbance, MLSCN library. hexokinase 1 [Trypanosoma brucei]. recombinant TbHK1, G6PDH-coupled NADH A340. inhibition, % at 10 µM. 220,000 compounds, 0.11% hits. AID 1430, 2008;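 active = inhibition of 50% or more in the single-dose primary screen; inactive = inhibition below 50%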
zfTRPN1 agonist: zebrafish TRPN1 channel agonists, primary screen, cell-based, HEK293, calcium fluorescence. activation, % at 3 µM. 220,000 compounds, 0.18% hits. HEK293 zebrafish TRPN1-YFP, Fluo-8 calcium fluorescence; 100% = response to 87 µM carbachol. transient receptor potential cation channel N1 (TRPN1/NompC), Danio rerio;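 active = activation above its plate's cutoff, the mean activation of test wells on that plate plus 3 SD, cut at about 19% in these data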;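 also: 0% = DMSO alone and 100% = 87 µM carbachol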
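Assay system: Zebrafish TRPN1-YFP in HEK293 cells | Incubation: Dye loading 1 h at 37 °C, then 30 min room temperature | Measured by: Kinetic Fluo-8 fluorescence, ex 470-495, em 515-575 nm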
PPC-1+TRAIL kill: compounds killing PPC-1 cancer cells with TRAIL present, primary screen, TRAIL potentiator project, ATPLite luminescence, uHTS. PPC-1 cells + TRAIL, ATPLite viability luminescence. cell killing (% activity), % at 4 µM. 220,000 compounds, 0.41% hits. AID 1443, 2008;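 active = cell killing above 50% in the first pass at 4 µM, then a duplicate retest at 5 µM averaging 50% or more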;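 also: plate controls were cells with TRAIL plus DMSO for no effect and medium-only wells lacking cells for full effect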
An asterisk follows results filed as active; x = not tested or not shown; [ ] = dose if it differs, or a comment.

Start of the data: the first 10 compounds as a preview:
#	structure	Calpain2 inh	Furin inhibitor	Thrombin inh	EBV gp42 inh	Cl transport mod	TRPML3 ag	TbHK1 inh	zfTRPN1 agonist	PPC-1+TRAIL kill
1	Cc1cccc(C)c1NC(=O)CN(C)CC(=O)Nc1ccccc1Br	1	-23[20 µM]	-1	5	0.46	1.7	2	0.2	-1
2	CCOCCCNC(=O)CSc1ccccc1	4	-20[20 µM]	-4	-18	0.62	1.0	0	1.7	14
3	CCC(=O)Nc1ccc(S(=O)(=O)NCC2CCCO2)cc1 (stereo not drawn)	20	-23[20 µM]	-5	6	x	0.8	-5	-0.3	0
4	CCOC(=O)C1CCCN(CC(=O)Nc2c(F)c(F)c(F)c(F)c2F)C1 (stereo not drawn)	-11	-16	2	-20	0.46	0.0	0	-1.6	2
5	CC(=O)c1cnc2c(-c3ccccc3)c(C)nn2c1C	31	-19[20 µM]	-1	-3	0.53	0.3	-8	-1.3	42
6	O=C(NCc1ccc2c(c1)OCO2)C1COc2ccccc2O1 (stereo not drawn)	-8	-19[20 µM]	0	-10	-0.64	-0.1	2	-0.8	7
7	CCOc1nc(Nc2cc(Cl)ccc2OC)nc(OCC)n1	-10	-11[20 µM]	5	-13	0.19	0.6	-9	-0.9	4
8	CCOc1ccc(NS(=O)(=O)c2ccc(NS(=O)(=O)c3ccc(SC)cc3)cc2)cc1	-72	-16[20 µM]	-8	1	0.55	0.0	9	-1.0	28
9	CC(C)CNC(=O)C(=O)NNC(=O)c1ccco1	-40	-35	-7	-10	0.62	1.0	-9	-1.0	13
10	CC(=O)N(c1ccc(Cl)cc1)c1c[nH]c2ccccc12	12	-20	-1	-15	-0.43	2.2	8	2.3	0

This part in full, from the first entry:
#	structure	Calpain2 inh	Furin inhibitor	Thrombin inh	EBV gp42 inh	Cl transport mod	TRPML3 ag	TbHK1 inh	zfTRPN1 agonist	PPC-1+TRAIL kill
1	Cc1cccc(C)c1NC(=O)CN(C)CC(=O)Nc1ccccc1Br	1	-23[20 µM]	-1	5	0.46	1.7	2	0.2	-1
2	CCOCCCNC(=O)CSc1ccccc1	4	-20[20 µM]	-4	-18	0.62	1.0	0	1.7	14
3	CCC(=O)Nc1ccc(S(=O)(=O)NCC2CCCO2)cc1 (stereo not drawn)	20	-23[20 µM]	-5	6	x	0.8	-5	-0.3	0
4	CCOC(=O)C1CCCN(CC(=O)Nc2c(F)c(F)c(F)c(F)c2F)C1 (stereo not drawn)	-11	-16	2	-20	0.46	0.0	0	-1.6	2
5	CC(=O)c1cnc2c(-c3ccccc3)c(C)nn2c1C	31	-19[20 µM]	-1	-3	0.53	0.3	-8	-1.3	42
6	O=C(NCc1ccc2c(c1)OCO2)C1COc2ccccc2O1 (stereo not drawn)	-8	-19[20 µM]	0	-10	-0.64	-0.1	2	-0.8	7
7	CCOc1nc(Nc2cc(Cl)ccc2OC)nc(OCC)n1	-10	-11[20 µM]	5	-13	0.19	0.6	-9	-0.9	4
8	CCOc1ccc(NS(=O)(=O)c2ccc(NS(=O)(=O)c3ccc(SC)cc3)cc2)cc1	-72	-16[20 µM]	-8	1	0.55	0.0	9	-1.0	28
9	CC(C)CNC(=O)C(=O)NNC(=O)c1ccco1	-40	-35	-7	-10	0.62	1.0	-9	-1.0	13
10	CC(=O)N(c1ccc(Cl)cc1)c1c[nH]c2ccccc12	12	-20	-1	-15	-0.43	2.2	8	2.3	0
11	CSc1oc(-c2cccs2)nc1S(=O)(=O)c1ccccc1	5	-19	-7	-18	-0.78	-1.3	-8	-2.8	11
12	Cc1cccc(C(=O)Nc2ccccc2C(=O)OCc2c(C)noc2C)c1	20	-24	-5	-13	-0.87	0.7	28	-1.8	18
13	CN1CCN(C=Nc2nc3ccccc3nc2N2CCCC2)CC1	-50	-17	2	-2	-0.94	3.2	-14	1.2	13
14	CS(=O)(=O)c1cccc(NC(=O)C2CC2)c1	-5	-20	-8	-4	-1.1	1.1	-1	0.9	13
15	CN1CC(c2ccccc2)C2(COc3ccccc3C2=O)C12C(=O)Nc1ccccc12 (stereo not drawn)	-13	-16	-2	27	-0.084	-0.5	-10	-1.4	14

Carrying on:
#	structure	Calpain2 inh	Furin inhibitor	Thrombin inh	EBV gp42 inh	Cl transport mod	TRPML3 ag	TbHK1 inh	zfTRPN1 agonist	PPC-1+TRAIL kill
16	OC[C@@H]1CCCN1Cc1cn(-c2ccccc2)nc1-c1ccc2c(c1)OCO2	14	-19	-5	-4	x	1.3	-6	1.1	0
17	Cn1nc([N+](=O)[O-])nc1Oc1ccccc1	-20	-16[20 µM]	-4	5	-0.0069	0.6	-2	-0.2	22
18	COc1ccc(NC(=O)c2c3c(nc4ccccc24)CCN(Cc2ccccc2)C3)c(OC)c1	-119	-8	-6	-4	-0.046	-0.3	-3	0.2	15
19	COc1ccc(S(=O)(=O)CCC(=O)Nc2cc(C)ccc2OC)cc1	-24	-30	9	-9	-0.22	0.1	-5	-0.2	25
20	CN1CCN(c2cc(-c3ccccc3)nc3cc(-c4ccc(F)cc4)nn23)CC1	-364	-8[20 µM]	-4	3	-0.17	0.3	-26	-0.4	-2
21	COc1ccc([N+](=O)[O-])cc1C1NN=C(c2cccc3ccccc23)S1 (stereo not drawn)	-13	-5[20 µM]	3	-9	0.56	0.9	-18	1.5	16
22	CCP(=O)(c1cccc([N+](=O)[O-])c1)c1cccc([N+](=O)[O-])c1	19	-17	-5	-4	0.2	0.4	-9	0.2	1
23	COc1ccccc1C(=O)Nc1ccc2c(c1)nc(CN1CCCCC1)n2C	-5	-15	-9	-17	-0.27	1.1	-13	2.3	-8
24	COCCNC(=O)/C(C#N)=C/c1c(N2CC(C)OC(C)C2)nc2ccccn2c1=O (stereo not drawn)	-49	4	-12	-5	0.54	0.7	-10	-0.3	18
25	Cc1c(Cl)cnc(NC(=O)COC(=O)c2cc3c(s2)CCC(C)C3)c1Cl (stereo not drawn)	-17	-13	-15	-2	0.27	0.6	-9	-0.5	-12
26	O=c1c2ccccc2nc(SCc2ccccc2Cl)n1Cc1ccccc1	-22	-15[20 µM]	-1	-9	x	-0.8	-4	-3.1	-7
27	CC(=O)Nc1nonc1NC(=O)CSc1ncn[nH]1	6	-26	1	-15	-0.43	0.0	-2	-1.4	-18
28	COc1ccc(CS(=O)(=O)CC2(O)CCN(C(=O)c3cccc(C(F)(F)F)c3)CC2)cc1	33	1	-10	0	-0.92	0.8	3	0.2	-1
29	CC(NC(=O)c1ccc(CS(=O)(=O)c2ccc(Cl)cc2)o1)c1ccc2c(c1)OCCO2 (stereo not drawn)	14	-21[20 µM]	-3	-6	-0.2	1.8	-6	1.2	21
30	O=C(c1cc(Br)c(Br)s1)N1CCN(C/C=C/c2ccccc2)CC1	-10	-24[20 µM]	-5	6	-0.15	0.6	-7	-0.7	-4

Continuation:
#	structure	Calpain2 inh	Furin inhibitor	Thrombin inh	EBV gp42 inh	Cl transport mod	TRPML3 ag	TbHK1 inh	zfTRPN1 agonist	PPC-1+TRAIL kill
31	CC(C)CCNC(=O)CNC(=S)N(Cc1ccccc1)Cc1cccnc1	10	-20	-7	13	0.021	0.3	-2	0.0	11
32	CCOC(=O)CSc1nc(-c2ccccc2)nc2ccccc12	9	-21[20 µM]	-5	-11	-1.1	-0.1	-2	-1.2	10
33	O=C(CNC(=O)c1ccco1)OCc1ccc(C(=O)Oc2ccccc2)cc1	-14	0[20 µM]	-5	-15	-0.095	0.3	-1	-0.2	-2
34	CCN1CC2=C(OC(N)=C(C#N)C2c2cccs2)/C(=C/c2cccs2)C1 (stereo not drawn)	-128	-6[20 µM]	-11	6	0.025	1.0	-11	2.3	-6
35	Nc1nonc1-n1nnc(C(=O)N/N=C/c2cccc(Cl)c2)c1CSc1ccc(Cl)cc1	15	-31	2	3	-0.038	0.4	2	-0.3	x
36	CCc1nnc(NC(=O)COc2ccc([N+](=O)[O-])cc2)s1	5	-20	1	-9	0.72	0.0	-2	0.5	31
37	CCC(C)NCCC(=O)Nc1ccc(Cl)c(S(=O)(=O)Nc2ccc(Cl)cc2)c1 (stereo not drawn)	29	-9	-2	-7	0.3	1.0	12	3.2	12
38	Cc1ccc(S(=O)(=O)N(C)c2nonc2C)cc1	-43	-17	1	-11	0.62	0.5	-5	-0.6	8
39	COc1ccc(NC(=S)N2CCN(Cc3ccccc3)CC2)c(OC)c1	-12	-30	2	-9	x	1.0	0	1.2	17
40	O=C(N/N=C/c1cccnc1)C(O)c1ccccc1 (stereo not drawn)	13	-13	-11	-1	0.6	0.6	-8	0.7	17
41	CCn1cc(C(=O)O)c(=O)c2cc(F)c(N3CCN(C(=S)NC(=O)c4ccc(Br)cc4)CC3)cc21	-212	-7	0	-1	0.12	-0.4	-24	0.5	27
42	CCN(c1ccccc1)S(=O)(=O)c1ccc(OC)c(NC(=O)CNCCc2ccccc2)c1	16	-20	4	5	-1.1	1.2	12	3.1	22
43	CN(C)C(/C=C/Nc1ccc(Br)cc1)=C(C#N)C#N	14	-22	3	-6	1.4	1.0	-12	0.8	6
44	CN(/N=C/c1c[nH]c2ccccc12)c1cnn(-c2ccc(F)c(Cl)c2)c(=O)c1Cl	-240	1[20 µM]	3	-109	0.019	0.3	-13	-0.5	19
45	Cc1ccc(NC(=O)COC(=O)c2ccc(F)cc2Cl)c(Br)c1	19	-26	-21	-9	1	-1.1	4	-0.9	6

Remaining list, next part:
#	structure	Calpain2 inh	Furin inhibitor	Thrombin inh	EBV gp42 inh	Cl transport mod	TRPML3 ag	TbHK1 inh	zfTRPN1 agonist	PPC-1+TRAIL kill
46	CNc1cncc(C(=O)O)c1	-125	-14	-1	-9	-0.26	1.4	-3	2.8	7
47	CCOC(=O)c1c(NC(=O)CSc2ncccn2)sc2c1CCN(Cc1ccccc1)C2	46	2	39	-11	-0.18	-0.4	14	0.4	6
48	O=C(c1cccc(F)c1)N1CCN(S(=O)(=O)Cc2ccccc2)CC1	-22	-22	2	-13	-0.39	-0.1	8	0.4	31
49	CCOc1ccc2[nH]c(=O)c(CN(CCO)C(=O)c3ccc(OC)c(OC)c3)cc2c1	-226	-5[20 µM]	-1	-2	x	1.1	-20	1.7	16
50	C/C(O)=C(\C#N)c1nc2ccccc2[nH]1	17	-6[20 µM]	-2	5	0.63	0.7	-8	0.2	11
51	Cn1cnnc1SCC(=O)Nc1ccc(F)cc1F	-16	-15	3	-19	0.37	1.8	-6	-1.7	1
52	N#CC1=C(N)NC(SCc2ccc(Cl)cc2)=C(C#N)C12CCCCC2	64*	-11[20 µM]	-4	18	-1.8	0.8	0	13	21
53	CCOC(=O)COc1cc(N)c(Cl)cc1Cl	-33	-20	-6	-21	x	-0.7	-1	-1.5	11
